TSHR antag – human thyrotropin receptor antagonism; activity change, negative = inhibition, % at 11.5 µM; AID 504810; 330,000 compounds, 0.2% hits; TSHR-expressing cells, TSH-stimulated cAMP HTRF, 2 h; stronger effect = lower value; P16473;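 active = activity change below a set negative limit, meaning inhibition stronger than a set level, cut at about -70% in these data; inconclusive = activity change between two set negative limits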; note: % is set by controls: 0 for no effect and ±100 for the full control effect
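Freshly harvested TSHR cells receive pin-tooled compound, then EC80 TSH at 4nM final. After 2 hours at 37 deg C, antibody in lysis buffer and cAMP-d2 are added; 30 minutes at ambient temperature precede the HTRF read.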
Eya2 phos inh – blocks the phosphatase activity of human Eya2; recombinant Eya2, OMFP fluorescence dephosphorylation (OMFP is methylfluorescein phosphate); Potency, µM (doses to about 76.9 µM), inactives show at the top dose activity, negative = inhibition, actives largely listed as inhibitors; 330,000 compounds, 0.006% hits; AID 488837; note: potency is the fitted concentration of half-maximal effect; % is set by controls: 0 for no effect and ±100 for the full control effect
Target sequence (O00167 whole entry, looked up): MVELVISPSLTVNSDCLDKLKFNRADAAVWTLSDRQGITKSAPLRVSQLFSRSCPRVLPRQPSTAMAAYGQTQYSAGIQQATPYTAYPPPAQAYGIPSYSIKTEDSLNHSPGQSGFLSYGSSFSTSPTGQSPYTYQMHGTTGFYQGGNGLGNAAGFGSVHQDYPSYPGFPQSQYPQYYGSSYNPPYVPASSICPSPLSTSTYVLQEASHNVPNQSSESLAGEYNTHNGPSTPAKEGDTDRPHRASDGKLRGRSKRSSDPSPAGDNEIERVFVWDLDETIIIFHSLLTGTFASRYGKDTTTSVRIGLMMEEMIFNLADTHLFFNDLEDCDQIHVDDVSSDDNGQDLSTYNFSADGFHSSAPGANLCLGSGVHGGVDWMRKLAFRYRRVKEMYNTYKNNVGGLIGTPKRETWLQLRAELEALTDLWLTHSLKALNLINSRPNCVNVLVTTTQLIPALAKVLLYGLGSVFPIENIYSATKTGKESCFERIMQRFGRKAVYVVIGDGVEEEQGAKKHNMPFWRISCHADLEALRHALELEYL
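Eya2 (0.2 uM) preincubated 10 min at ambient with compound, then OMFP substrate added at 50 uM; 10 min reaction in 50 mM HEPES pH 7.5, 50 mM NaCl, 5 uM MgCl2, 0.05% BSA, 1 mM DTT. Fluorescence read at Ex 485/Em 525 nm.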
ELG1 DNA repair – inhibitors of ELG1-dependent DNA repair in HEK293T cells; HEK293T ELG1-luciferase reporter, luminescence, 16 h; DNA damage induced by 5-fluorouridine; Potency, µM (doses to about 46.1 µM), without a hit: top-dose activity change, negative = inhibition, usual class: inhibitors; 330,000 compounds, 2.3% hits; AID 504467; note: potency is the fitted concentration of half-maximal effect; % is set by controls: 0 for no effect and ±100 for the full control effect; nearly all actives have a fitted effect of over 55% in size
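5-Fluorouridine DNA damage + compound/DMSO, 2,000 cells/well, 16 h, 37 °C/5% CO2. ONE-Glo, 30 min RT, luminescence. Readout = decrease in reporter signal.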
USP2a block – blocks human ubiquitin-specific protease USP2a | O75604 | USP2 core, Ub-CHOP2 coupled fluorogenic reporter, 485/531 | Potency, µM (highest dose often 38.3 µM), without a hit: at the highest dose activity change, negative = inhibition, hits mostly inhibitors | 330,000 compounds, 0.01% hits | AID 463254;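 note: potency is the fitted concentration of half-maximal effect; plate controls were DMSO wells for no effect and full inhibition by NEM control for full effect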
Target sequence (O75604 whole entry, looked up): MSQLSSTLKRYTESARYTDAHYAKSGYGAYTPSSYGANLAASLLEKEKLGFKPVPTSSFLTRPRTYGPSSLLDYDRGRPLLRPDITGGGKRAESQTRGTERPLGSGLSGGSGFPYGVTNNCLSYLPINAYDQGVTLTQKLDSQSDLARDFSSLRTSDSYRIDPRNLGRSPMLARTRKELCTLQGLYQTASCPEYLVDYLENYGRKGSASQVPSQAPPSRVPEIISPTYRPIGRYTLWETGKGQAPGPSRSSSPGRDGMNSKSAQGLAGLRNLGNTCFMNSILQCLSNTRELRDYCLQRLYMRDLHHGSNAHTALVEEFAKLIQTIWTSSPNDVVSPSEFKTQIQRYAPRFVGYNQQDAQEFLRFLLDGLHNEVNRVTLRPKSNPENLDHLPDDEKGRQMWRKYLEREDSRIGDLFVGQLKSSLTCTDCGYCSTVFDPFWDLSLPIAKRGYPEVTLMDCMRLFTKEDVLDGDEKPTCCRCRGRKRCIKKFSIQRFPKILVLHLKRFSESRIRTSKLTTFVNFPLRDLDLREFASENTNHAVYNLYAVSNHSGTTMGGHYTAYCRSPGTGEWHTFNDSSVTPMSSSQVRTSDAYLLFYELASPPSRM
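USP2 core (10nM final) preincubated 30min RT with compound in 20mM Tris-HCl pH 8.0, 2mM CaCl2, 2mM beta-mercaptoethanol, 0.05% CHAPS; 25nM Ub-CHOP2 plus 25nM reporter substrate added, fluorescence (Ex485/Em531) read after 60min.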
TCR activator – activates T cell receptor signaling. primary human leukocytes, anti-CD3, IL-2 HTRF, 48 h. Potency, µM (titrated, usually from 9.22 µM), for inactives: at the highest dose activation of IL-2 secretion, actives largely listed as activators. 330,000 tested, under 10 active. AID 504894; note: % of control where 0% means no effect
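IL-2 release read by HTRF sandwich (Eu cryptate donor, d2 acceptor, 665 nm emission) after 48 hr exposure of primary human leukocytes to compound together with anti-CD3 beads in the absence of co-stimulatory signals.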
Tb PFK block – blocks T. brucei phosphofructokinase; 330,000 compounds, 0.17% hits; Potency, µM (top dose mostly 57.5 µM), for the others: at the highest dose activity, negative = inhibition, actives largely listed as inhibitors; O15648; T. brucei PFK, ADP-Glo luminescence; AID 485367;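 note: potency is the fitted concentration of half-maximal effect; 0% = uninhibited 1x PFK enzyme wells and -100% = no-enzyme wells; nearly all actives have a fitted effect of over 60% in size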
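1.25 nM PFK with 0.5 mM F6P and 0.1 mM ATP in 0.1 M TEA pH 8.0, 5 mM MgCl2, incubated 45 min at room temperature; ADP measured by ADP-Glo luminescence; compounds titrated up to 57 uM.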
B2AR arrestin – agonists driving beta-arrestin recruitment to human beta2-adrenergic receptor; Potency, µM (series often up to 46.1 µM), for inactives: top-dose activation, hits mostly activators; AID 492947; beta-arrestin recruitment to beta2AR, cell-based reporter; P07550; 330,000 compounds, 0.02% hits;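 note: potency is the fitted concentration of half-maximal effect; 0% = DMSO controls and full agonism = EC100 isoproterenol or metaproterenol; nearly all actives have a fitted effect of over 65% in size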
Chronic BCR inh – inhibitors of chronic active B-cell receptor signaling; AID 493014; 340,000 compounds, 0.05% hits; Potency, µM (top dose mostly 46.1 µM), inactives show at the highest dose ratio change, negative = lower green/red ratio, most hits filed as inhibitors; ABC-DLBCL IkBa-CBG/CBR reporter, luminescence ratio, 4 h; active = well fitted inhibition curve with a large enough effect in the signal ratio, with a control signal flat, not every such curve was filed as active; inconclusive = small, poorly fitted or top-dose-only effect, or effect the other way, or a change in a side signal; the % refers to the signal ratio;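 note: potency is the fitted concentration of half-maximal effect; plate controls were basal doxycycline-induced cells for no effect and cells given 10 µM MG132 for full effect; MG132 reads +100%, hits lower the ratio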
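TMD8 ABC-DLBCL cells carrying doxycycline-inducible green luciferase fused to IkappaBalpha plus unfused red luciferase were exposed to compounds (up to 46 uM) for 4 hrs at 37C. Activity came from the overlap-corrected green/red luminescence ratio.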
Mito fusion act – mitochondrial division inhibition or fusion activation; 320,000 compounds, 0.23% hits; S. cerevisiae fusion-defective mutant growth rescue, CellTiterGlo 48 h; Potency, µM (titrated, usually from 46.1 µM), without a hit: top-dose growth rescue (activation), hits mostly activators;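 note: potency is the fitted concentration of half-maximal effect; % of control where 0% means no effect; nearly all actives have a fitted effect of over 45% in size; temperature-sensitive fusion mutants such as fzo1-1 at 37 °C on non-fermentable ethanol glycerol medium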
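Read-out: ATP-based luminescence (CellTiterGlo, 10 min ambient) reporting growth of fusion-defective ts yeast after 48 hours at 37C on glycerol/ethanol YPEG medium in the presence of compound.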
uPA generation – inhibitors of cell surface uPA generation; 330,000 compounds, 0.31% hits; cell surface uPA generation assay, qHTS; Potency, µM (highest dose often 38.3 µM), for the others: at the highest dose activity change, negative = inhibition, actives largely listed as inhibitors; active = well fitted inhibition curve with a large enough effect; inconclusive = small, poorly fitted or top-dose-only effect; inactive = no such curve, though single readings can be large or run the other way; tested in mouse RAW 264.7 cells; note: potency is the fitted concentration of half-maximal effect; % is set by controls: 0 for no effect and ±100 for the full control effect; nearly all actives have a fitted effect of over 55% in size
TSG101-PTAP inh – blocks PTAP/TSG101 interaction to inhibit HIV-1 budding. Potency, µM (titrated, usually from 115 µM), for the others: at the highest dose activity change, negative = inhibition, actives largely listed as inhibitors. 340,000 tested, under 10 active. AID 493005. Fluorescence polarization, FITC-PTAP peptide / Tsg101 binding; active = well fitted inhibition curve with a large enough effect in the main read-out, with a control signal flat, not every such curve was filed as active; inconclusive = small, poorly fitted or top-dose-only effect, or effect the other way, or a change in a side signal; inactive = no such curve, though single readings can be large or run the other way; note: potency is the fitted concentration of half-maximal effect; % of control where 0% means no effect
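FP read-out: FITC-PTAP peptide, 50 nM final, binding Tsg101 binding domain, 10 uM final; 20 min, r.t.; 10 mM HEPES pH 7.5, 0.15 M NaCl, 0.01% Tween 20, 3 mM EDTA, 0.1 mM TCEP.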
The depositor's hits bear a star; ? = inconclusive; . = no result given; [ ] = another dose, or the depositor's remark. Unless noted, calls come from the whole dose curve; as a rule, active = well fitted curve in the direction sought with a large enough effect; inconclusive = small, poorly fitted or top-dose-only effect, or another doubt; inactive = no such curve, though single readings can be large; an effect the other way counts as inactive or inconclusive.

SMILES	TSHR antag	Eya2 phos inh	ELG1 DNA repair	USP2a block	TCR activator	Tb PFK block	B2AR arrestin	Chronic BCR inh	Mito fusion act	uPA generation	TSG101-PTAP inh
COCCCNC(=O)C[C@H]1C[C@H](C(=O)N(C(C)C)C(C)C)[C@@]2(C)c3[nH]c4cc(-c5ccco5)ccc4c3CCN2C1=O	-4	6%	-8%	1%	1%[46.1 µM]	1%	0.0%	-1%	.	18%	-5%
O=C1CCC[C@@H]2CC(N3CCCCC3)C[C@@H]3CCN1[C@H]23 (stereo partly specified)	-5	-3%	10%	2%	1%[46.1 µM]	6%	-0.6%	0%	.	14%	0%
O=C(O)CSCC(=O)N1CCN(c2nc3cc(Cl)ccc3s2)CC1	-7	-1%	2%	0%	3%	-2%	-0.3%	1%	-9%	-7%	-5%
CCC(C)NC(=O)C(=O)NCc1ccccn1 (stereo unspecified)	2	-4%	12%	3%	-2%	3%	0.1%	7%	2%	-2%	-2%
N/C(Cc1ccc([N+](=O)[O-])cc1)=N\OC(=O)c1ccccc1F	-4	1%	?	0%	4%	-14%	-0.4%	-1%	-1%	-5%	-1%
COc1cc2c(cc1NC(=O)c1cc(-c3ccncc3)nc3ccc(C)cc13)oc1ccccc12	0	-1%	-4%	0%	3%	0%	0.3%	?	-4%	.	5%
CCCCNS(=O)(=O)c1ccc(NC(=O)C2CCCO2)cc1 (stereo unspecified)	9	2%	-3%	2%	-1%[46.1 µM]	-5%	-0.1%	1%	-1%	6%	-2%
Cc1cnc(C(=O)NCC(=O)Nc2ccccc2Br)cn1	-5	-34%	?	1%	12%	?	-0.9%	1%	-4%	1%	-11%
CC1CC(=O)c2cnc(NCC3CCCO3)nc2C1 (stereo unspecified)	-4	-8%	0%	-1%	6%	1%	0.2%	?	-2%	1%	-3%
Cc1ccc(NC(=O)CN(C)C(=O)Cn2cc(C(F)(F)F)ccc2=O)cc1	-4	-14%	7%	3%	-4%[46.1 µM]	9%	-0.1%	0%	-3%	-1%	-6%
O=C(Nc1ccccc1)N(CCc1nc2ccccc2[nH]1)C1CCCC1	-7	-9%	1%	6%	.	1%	-0.1%	0%	2%	3%	.
COc1ccccc1CN1CC(C(=O)N(CCO)Cc2cccs2)CCC1=O (stereo unspecified)	-5	1%	8%	-1%	1%	1%	-0.4%	-3%	0%	2%	2%
Cc1noc(C)c1C(=O)NC(C)c1ccc(Cl)cc1Cl (stereo unspecified)	-9	-1%	-1%	1%	4%	1%	0.0%	0%	3%	5%	-2%
O=C(CSc1ncn[nH]1)Nc1nc(-c2ccccc2)ns1	-17	5%	19%	0%	0%	0%	-0.4%	-24%	0%	.	-5%
COc1ccc(C2C(C(=O)c3ccccc3)=C(C)Nc3nc4ccccc4n32)c(OC)c1 (stereo unspecified)	0	-6%	?	4%	-7%	-3%	-0.3%	-1%	-5%	0%	-4%
Cc1ccc2c(c1)N(CCC(=O)NC1CC1)C(=O)C(C)O2 (stereo unspecified)	44	12%	10%	0%	-2%	2%	-0.7%	0%	3%	.	-3%
O=C(CCCn1c(=S)[nH]c2cc3c(cc2c1=O)OCO3)N1CCN(c2ccc(F)cc2)CC1	-22	7%	16µM*	1%	2%	0%	0.1%	-1%	-4%	.	-3%
O=C1C2C3CCC(O3)C2C(=O)N1c1cc(OCC(F)F)cc([N+](=O)[O-])c1 (stereo unspecified)	-1	1%	16%	0%	2%	-5%	-0.4%	10%	-4%	-6%	0%
S=c1[nH]nc(Cc2noc3ccccc23)n1-c1ccccc1	-6	-4%	?	-2%	.	-9%	-0.8%	-12%	6%	0%	-4%
CC(C)c1[nH]nc2c1C(c1ccc(OC(=O)c3ccco3)cc1)C(C#N)=C(N)O2 (stereo unspecified)	-2	19%	2%	1%	4%	1%	-0.2%	?	-9%	-11%	-9%
Cc1ccc(C)c(OCCC(=O)Nc2cc(S(=O)(=O)N3CCCCC3)ccc2C)c1	8	-8%	?	-4%	4%	0%	-0.3%	1%	.	-5%	-7%
O=C(COc1ccccc1)OC(C(=O)c1ccccc1)c1ccccc1 (stereo unspecified)	9	-3%	-5%	2%	-3%[46.1 µM]	5%	0.2%	-2%	-3%	3%	-3%
CCCN(C(=O)c1cn(-c2ccccc2)nc1-c1ccc(OC)cc1)C1CCS(=O)(=O)C1 (stereo unspecified)	-2	17%	-16%	-4%	1%	0%	-0.2%	2%	-3%	-5%	-4%
O=C(Nc1ccc(Cc2ccncc2)cc1)C1CC1	0	6%	-12%	3%	-1%	-2%	0.0%	-1%	-3%	-1%	-2%
CC1(C)CC(=O)C=C(Nc2ccc3c(c2)OCCO3)C1	-6	4%	?	-1%	-6%	-5%	-0.4%	-7%	0%	3%	-4%
Cc1ccc(NC(=O)CCNS(=O)(=O)c2cccs2)cc1F	9	-9%	2%	-1%	1%	0%	-1.1%	25%	-5%	1%	0%
CCCCN(c1nc2ccccc2nc1Cl)S(=O)(=O)c1ccc(C)cc1	7	4%	?	-10%	-2%	-17%	-0.8%	3%	-31%	-17%	0%
Cc1nc2cc(-c3ccc(Cl)cc3)nn2c(NCCN(C)C)c1C	-1	8%	?	8%	3%	-3%	0.4%	6%	21%	1%	0%
COc1ccc(Nc2nc(Cl)c(C=O)s2)cc1	-2	6%	-1%	0%	.	0%	-1.1%	-1%	-2%	.	.
Nc1ccc(SCc2cccnc2)cc1	-8	4%	-8%	0%	-2%	1%	0.1%	-8%	-4%	1%	-1%
CCN(CC)c1ccc(NC(=O)C2CCC(CNc3c(N4CCCC4)c(=O)c3=O)CC2)c(C)c1 (stereo unspecified)	-7	-7%	-13%	1%	1%	3%	0.5%	0%	2%	19%	-2%
CN(C)/C=C/C(=O)/C=C/c1ccc(Cl)cc1Cl	-2	-4%	?	-5%	-3%	5%	0.1%	9%	-4%	-5%	-1%
O=c1c(Cl)c(N/N=C/c2ccc(Br)cc2)cnn1-c1ccccc1	-5	-8%	0%	1%	5%	1%	0.2%	?	24%	5%	1%
CCOC(=O)C1CCN(C(=O)CSc2nccc(C)n2)CC1	2	-5%	1%	1%	.	0%	-0.1%	0%	3%	5%	-2%
O=C(O)CCCn1cc(NC(=O)COc2ccc(F)cc2)cn1	2	-3%	4%	0%	-4%	-1%	-0.3%	-1%	15%	-1%	-4%
COc1ccc(-c2cc(C(=O)Nc3c(C)n(C)n(-c4ccccc4)c3=O)c3ccccc3n2)cc1OC	0	-6%	7.3µM*	2%	4%	-1%	-1.1%	?	-4%	1%	-6%
Cc1ccc2c(c1)CN1CN2Cc2cc(C)ccc21	-4	18%	2%	0%	-22%	7%	0.5%	5%	5%	-1%	-4%
CCOC(=O)N1CCN(S(=O)(=O)c2cc(Cl)c(OC)cc2Cl)CC1	6	-5%	-4%	-1%	-1%[46.1 µM]	-3%	-0.3%	-9%	2%	6%	-4%
CCCCCNC(=O)Cc1cc(=O)[nH]c(=O)[nH]1	8	-7%	9%	2%	-6%	0%	-0.8%	-2%	1%	5%	-3%
Cc1nc(Cl)nc(N(C)c2ccccc2)c1[N+](=O)[O-]	-1	4%	6%	0%	-8%	1%	-0.9%	-1%	3%	3%	-8%
CC1CCCCC1NC(=O)Cn1ncc2ccccc21 (stereo unspecified)	0	-10%	?	0%	-3%	-2%	-0.3%	-3%	0%	1%	-11%
O=C(c1cccc(NS(=O)(=O)c2ccc(F)c(F)c2)c1)N1CCN(C(c2ccccc2)c2ccccc2)CC1	-16	-3%	?	-16%	5%[46.1 µM]	-1%	0.3%	.	-8%	-3%	-7%
Cc1ccc(C2(C)NC(=O)N(CC(=O)Nc3ccc4c(c3)OCO4)C2=O)cc1 (stereo unspecified)	4	3%	-10%	1%	-9%	6%	0.0%	?	0%	-3%	-8%
COc1ccc(CN2CCN(C)CC2)cc1OCc1ccccc1	-3	2%	4%	1%	.	6%	-0.2%	8%	-4%	-5%	.
O=C(CC1SC(=O)N(c2ccccc2)C1=O)Nc1cccc2ccccc12 (stereo unspecified)	15	?	-6%	-5%	-1%	2%	0.1%	?	-5%	4%	-2%
